GRP78 ERSR act – induces the endoplasmic reticulum stress response in human glioma cells; U87-MG GRP78 promoter luciferase reporter, 16 h; Potency, µM, without a hit: at the highest dose activation, actives largely listed as activators; hit rate 0.02% among 420,000; active means well fitted activation curve with a large enough effect; inconclusive means small, poorly fitted or top-dose-only effect; inactive means no such curve, though single readings can be large or run the other way; further: series mostly up to about 76 µM; % of control where 0% means no effect; nearly all actives have a fitted effect of over 35% in size
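ERSR induction read as luciferase luminescence (Bright-Glo, 10 min at room temperature) in stably transfected human U87-MG glioma cells exposed to compounds for 16 h, using GRP78 as sensor.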
Numbers without * were called inactive; ? = inconclusive; & = joins results of further samples; ! = a repeat was not active. Potency means the concentration at half of the fitted maximal effect. Only part of the results is shown, so the mix of outcomes need not match the whole.

SMILES | GRP78 ERSR act
CCCC(Cn1cncn1)c1ccc(Cl)cc1Cl (stereo unspecified) | -9%
CC(=O)OC1C2CCC3C1(CC(O)[C@@]1(O)[C@@H](CC(O)C1(C)C)[C@]3(C)O)C[C@@]2(C)O (stereo partly specified) | -4%
COC(=O)C1(O)CC2OC1(C)n1c3ccccc3c3c4c(c5c6ccccc6n2c5c31)C(=O)NC4 (stereo unspecified) | -6%
Cn1c(CCCC(=O)O)nc2cc(N(CCCl)CCCl)ccc21 | -4%
C(=C/c1ccccc1)/CN1CCN(CCOC(c2ccccc2)c2ccccc2)CC1 | -2%
CC(C)(C)NC[C@H](O)COc1cccc2[nH]c(C#N)cc12 | -5%
COc1ccc2c3c1O[C@H]1[C@@H](O)C=C[C@H]4C(C2)NCCC341 (stereo partly specified) | -3%
CS(=O)(=O)c1ccc(C(=O)C2C(=O)CCCC2=O)c([N+](=O)[O-])c1 | -5%
Cc1nnc2n1-c1ccc(Cl)cc1C(c1ccccc1Cl)=NC2 | 2%
CCCCCCCCCCCCCC(=O)OC1C(C)[C@@]2(O)C(C=C(CO)C[C@]3(O)C(=O)C(C)=C[C@H]23)[C@@H]2C(C)(C)[C@]12OC(C)=O (stereo partly specified) | 4%
c1ccc(N2CCCC3(CCNCC3)C2)nc1 | -5%
NCC(CC(=O)O)c1ccc(Cl)s1 (stereo unspecified) | -5%
CC(n1cc(C[C@H](N)C(=O)O)c2ccccc21)n1cc(C[C@H](N)C(=O)O)c2ccccc21 | -3%
CCCCCCCCCCCCCCCCOC[C@H](COP(=O)([O-])OCC[N+](C)(C)C)OC(C)=O | -4%
NC(CCP(=O)(O)O)C(=O)O (stereo unspecified) | -3%&-5%
CC(=O)OC1C(=O)[C@]2(C)C(O)CC3OC[C@]3(OC(C)=O)C2[C@@H](OC(=O)c2ccccc2)[C@]2(O)CC(O)C(C)=C1C2(C)C (stereo partly specified) | -5%
C/C=C(/C)C(=O)O[C@H]1C(C)=C2[C@H]([C@@H]1OC(=O)CCCCCCC)[C@@](C)(OC(C)=O)C[C@H](OC(=O)CCC)[C@@]1(O)[C@H]2OC(=O)[C@@]1(C)O | 0.016µM*!
Clc1ccc([C@@H]2C[C@H]3CC[C@@H]2N3)cn1 | -1%
CC(=O)OC1CC2C(C)(C)C(=O)C=C[C@]2(C)C2CC[C@]3(C)C(=CC(=O)OC3c3ccoc3)[C@]12C (stereo partly specified) | -2%
CCCN(CCC)C(=O)Cc1c(-c2ccc(Cl)cc2)nc2ccc(Cl)cn12 | -3%
c1csc(CN2CCCC3(CCNCC3)C2)n1 | -3%
c1ccc(N2CCCC3(CCNCC3)C2)cc1 | -2%
CC(CO)NC(=O)C1C=C2c3cccc4[nH]cc(c34)CC2N(C)C1 (stereo unspecified) | -4%
CCCCCCCCOC(=O)c1ccccc1C(=O)OCCCCCCCC | -3%

Part of the list above in another layout.
structure,GRP78 ERSR act
C/C=C(/C)C(=O)O[C@H]1C(C)=C2[C@H]([C@@H]1OC(=O)CCCCCCC)[C@@](C)(OC(C)=O)C[C@H](OC(=O)CCC)[C@@]1(O)[C@H]2OC(=O)[C@@]1(C)O,0.016µM*!
Clc1ccc([C@@H]2C[C@H]3CC[C@@H]2N3)cn1,-1%
CC(=O)OC1CC2C(C)(C)C(=O)C=C[C@]2(C)C2CC[C@]3(C)C(=CC(=O)OC3c3ccoc3)[C@]12C (stereo partly specified),-2%
CCCN(CCC)C(=O)Cc1c(-c2ccc(Cl)cc2)nc2ccc(Cl)cn12,-3%
c1csc(CN2CCCC3(CCNCC3)C2)n1,-3%

(next part)
SMILES | GRP78 ERSR act
O=P1(N(CCCl)CCCl)NC(OO)CCO1 (stereo unspecified) | 7%
ClC1=C(Cl)C(Cl)(C2(Cl)C(Cl)=C(Cl)C(Cl)=C2Cl)C(Cl)=C1Cl | ?
O=C1c2ccccc2C(=O)c2ccccc21 | -1%&2%
O=S(=O)(O)C(F)(F)C(F)(F)C(F)(F)C(F)(F)F | -1%
COC1=C[C@H]2C3=C([C@H]2C1=O)[C@H](NC(C)=O)CCc1cc(OC)c(OC)c(OC)c13 | -4%
CCC1(c2ccccc2)C(=O)NC(=O)N(C)C1=O (stereo unspecified) | -2%
CC(=O)C1CC[C@H]2C3CC[C@@H]4CC(O)CC[C@@]4(C)C3CC[C@]12C (stereo partly specified) | -3%
CC(=O)OC1CC2C(C)(C)C(O)C=C[C@@]2(C)C2CC[C@]3(C)C(=CC(=O)OC3c3ccoc3)[C@]12C (stereo partly specified) | -4%
Clc1ccc(N2CC3CCC(C2)N3)nn1 | -4%
C[C@@]12CC[C@H](O)C[C@@H]1CC[C@H]1[C@H]2CC[C@@]2(C)[C@@H](C3=CC(=O)OC3)CC[C@]12O | -7%
CCN(CC)C(=O)C(C)Oc1cccc2ccccc12 (stereo unspecified) | 0%
COC(=O)/C=C\C(=O)N[C@@H]1CC[C@@]2(O)[C@H]3Cc4ccc(O)c5c4[C@@]2(CCN3CC2CC2)[C@@H]1O5 | -6%

Structures shown so far that have a COOH group, in the order listed:
SMILES | GRP78 ERSR act
Cn1c(CCCC(=O)O)nc2cc(N(CCCl)CCCl)ccc21 | -4%
NCC(CC(=O)O)c1ccc(Cl)s1 (stereo unspecified) | -5%
CC(n1cc(C[C@H](N)C(=O)O)c2ccccc21)n1cc(C[C@H](N)C(=O)O)c2ccccc21 | -3%
NC(CCP(=O)(O)O)C(=O)O (stereo unspecified) | -3%&-5%

Carrying on:
SMILES | GRP78 ERSR act
C[N+]1([O-])CCC[C@@H]1c1cccnc1 (stereo partly specified) | -4%
CC[C@@]1(c2ccc(N)cc2)CCC(=O)NC1=O | -3%
c1cc(CN2CCCC3(CCNCC3)C2)ccn1 | -2%
CN(C)CCc1ccc(O)cc1 | -3%
COC(=O)N1CCN(C(=O)Cc2ccc(Cl)c(Cl)c2)[C@H](CN2CCCC2)C1 | -2%
CN(C(=O)Cc1ccc(Cl)c(Cl)c1)[C@H](CN1CCCC1)c1ccccc1 | -4%&-4%
CCOc1ccc2c3c1O[C@H]1[C@@H](O)C=C[C@H]4[C@@H](C2)N(C)CC[C@@]341 | -4%
CC(=O)C1CCC2C3CCC4CC(C)(O)CCC4(C)C3CCC12C (stereo unspecified) | -3%
O=[N+]([O-])c1ccc(O[C@@H]2O[C@H](CO)[C@@H](O)[C@H](O)[C@H]2F)c([N+](=O)[O-])c1 | -1%
C=CCN1CC[C@]23CCCCC2[C@H]1Cc1ccc(O)cc13 (stereo partly specified) | 0%&-5%
O=C(N[C@H]1CN2CCC1CC2)c1ccc(Cl)cc1 | -5%&-3%
CC1CC[C@]2(NC1)OC1CC3C4CC=C5CC(O)CC[C@@]5(C)C4CC[C@]3(C)C1C2C (stereo partly specified) | -6%
COc1cc2c(cc1OC)[C@@]13CCN4CC5=CCOC6CC(=O)N2C1[C@H]6[C@@H]5C[C@@H]43 (stereo partly specified) | -3%
CNc1ccc2oc(C[C@@H]3OC4(CC[C@@H]3C)O[C@H]([C@@H](C)C(=O)c3ccc[nH]3)[C@H](C)C[C@H]4C)nc2c1C(=O)O (stereo partly specified) | 12%&7%
Nc1c(Cl)c(Cl)c(Cl)c(Cl)c1Cl | -2%
c1ccc2c(c1)sc1ccccc12 | -2%
NC(=NCc1ccc(Cl)cc1)SCCCc1cnc[nH]1 | 8%&-1%
C[N+]1(C)C2CC[C@H]1CC(OC(=O)[C@@H](CO)c1ccccc1)C2 (stereo partly specified) | -4%
COC(=O)/C(C)=C\CC12OC(C)(C)C3CC(C=C4C(=O)c5c(OC)c6c(c(CC=C(C)C)c5OC431)OC(C)(CCC=C(C)C)C=C6)C2=O (stereo unspecified) | -12%
COc1ccc2c(c1)[C@@]13CCCC[C@H]1[C@@H](C2)NCC3 | -11%
N[C@H](Cc1o[nH]c(=O)c1Cl)C(=O)O | -2%
C[C@H](NC(=O)[C@@H](N)Cc1ccc(O)cc1)C(=O)NCC(=O)N(C)[C@@H](Cc1ccccc1)C(=O)NCCO | -6%
Cc1nc2ccccc2c(=O)n1-c1ccccc1Cl | 1%
CN1CCN=C(c2ccccc2)c2cc(Cl)ccc21 | -2%
C[C@]12CCC(=O)C(O)=C1CC[C@@H]1[C@H]3CCC(=O)[C@@]3(C)CC[C@@H]12 | -2%
CN(CCC(N)CC(=O)NC1C=CC(n2ccc(N)nc2=O)OC1C(=O)O)C(=N)N (stereo unspecified) | -3%
CC(C)CN1CCC2(CC1)CCN(C(=O)Oc1ccccc1)CC2 | -1%
CC(=O)[C@@H]1CC[C@H]2[C@@H]3CC[C@@H]4CC(=O)CC[C@]4(C)[C@H]3CC[C@]12C | -3%
C[C@]12CC[C@@H]3c4ccc(OC(=O)N(CCCl)CCCl)cc4CC[C@@H]3[C@H]1CC[C@@H]2OP(=O)(O)O | -4%
Clc1ccc(C2(Cn3cncn3)OCCO2)c(Cl)c1 | -5%
CC(C)C[C@H](NC(=O)[C@H](Cc1ccccc1)NC(=O)CNC(=O)[C@H](C)NC(=O)[C@@H](N)Cc1ccc(O)cc1)C(=O)O | -2%
COc1ccc2[nH]cc(CCNCc3ccc(Br)cc3)c2c1 | -4%
CC(C)c1cc2c(c(O)c1O)[C@@]1(C(=O)O)CCCC(C)(C)[C@@H]1CC2 | 12%
O=C(CCl)c1ccc(Oc2ccc(C(=O)CCl)cc2)cc1 | -3%
CC1CCCC(=O)CCC/C=C/c2cc(O)cc(O)c2C(=O)O1 (stereo unspecified) | -6%
CCOP(=S)(OCC)SCn1c(=O)oc2cc(Cl)ccc21 | -4%
O=C(O)C1=CCCN(CCOC(c2ccc(C(F)(F)F)cc2)c2ccc(C(F)(F)F)cc2)C1 | 0%
O=C(Oc1ccccc1)N1CCC[C@@]2(CCN(C(c3ccccc3)c3ccccc3)C2)C1 | -1%
CC(C)(O)C1C2OC(=O)C1[C@]1(O)C[C@H]3O[C@]34C(=O)O[C@H]2[C@]14C (stereo partly specified) (tested in a mixture with another compound) | -2%
CC(C)(Cc1c[nH]c2ccc(Cl)cc12)NCCOc1ccccc1OCC1CC1 | -12%&-12%
CC(Cc1cccc(C(F)(F)F)c1)NCCCc1ccccc1 (stereo unspecified) | -12%
CC(C)NC(=O)N1CC[C@@]2(CCCNC2)C1 | -4%
CC[C@]1(O)CC[C@H]2[C@@H]3CCC4=CCCC[C@@H]4[C@H]3CC[C@@]21C | 0%
CCC1/C=C/C=CCC(C)C(O)[C@@](C)(O)C(=O)C(C)C(O)C(C)C(=O)C(C)C(O)C(C)C=CC(=O)O[C@H]2C(C)C(CC1)O[C@]1(CCC(C)C(CC(C)O)O1)C2C (stereo partly specified) | -5%
ClC[C@H]1CO1 (tested in a mixture with another compound) | -3%
CC(=O)[O][Hg][c]1ccccc1 | -13%
CC1(C)C(O)CC(O)[C@]2(C)C1CC(O)[C@]1(C)C2CC[C@@]2(C)C(c3ccoc3)CC3OC312 (stereo partly specified) | -4%
CN(CCc1ccc(Cl)c(Cl)c1)[C@@H]1CCCC[C@@H]1N1CCCC1 | -3%
CCCC[C@@H](C)[C@@H](OC(=O)C[C@@H](CC(=O)O)C(=O)O)[C@H](C[C@@H](C)C[C@H](O)CCCC[C@@H](O)C[C@H](O)[C@H](C)N)OC(=O)C[C@H](CC(=O)O)C(=O)O | -3%
CCCC1CCCCN1 (stereo unspecified) | -4%
COP(=S)(OC)Oc1ccc(S(=O)(=O)N(C)C)cc1 | -4%
O=C(Nc1cccc(C(=O)Nc2cc(C(=O)Nc3ccc([S+](=O)([O-])[O-])c4cc([S+](=O)([O-])[O-])cc(SOOO)c34)ccc2F)c1)Nc1cccc(C(=O)Nc2cc(C(=O)Nc3ccc([S+](=O)([O-])[O-])c4cc([S+](=O)([O-])[O-])cc([S+](=O)([O-])[O-])c34)ccc2F)c1 | -3%
Nc1ncnc2c1nc(Sc1ccc(Cl)cc1)n2[C@@H]1O[C@@H]2COP(O)(=S)O[C@H]2[C@H]1O (stereo partly specified) | 1%
CCCCC[C@@H](/C=C/C=C\CCCCCCCC(=O)O)OO | 0%
CCCCCCCCCCCCN=C(N)N | -12%
CC(=O)O[C@H]1CC[C@H]2[C@@H]3CCC4=CC(=O)CCC4=C3C=C[C@]12C | 2%
CCN1C[C@@]2(COC)C3[C@@H](OC)C4[C@@H]1[C@@]3(C1C[C@@]3(O)[C@H](OC(=O)c5ccccc5)C1[C@]4(OC(C)=O)[C@@H](O)[C@@H]3OC)[C@@H](OC)C[C@H]2O (stereo partly specified) | 1%
CCCCNC(C)(C)[P+](=O)O | -5%
CC1CC2CC(=O)C3CCCN4CCCC2[C@]34C1 (stereo partly specified) | -5%
CC(C)=CC1C(C(=O)OCN2C(=O)C3=C(CCCC3)C2=O)C1(C)C (stereo unspecified) | -2%

Rewritten tab-delimited: part of the list above.
canonical_smiles	GRP78 ERSR act
CCCC[C@@H](C)[C@@H](OC(=O)C[C@@H](CC(=O)O)C(=O)O)[C@H](C[C@@H](C)C[C@H](O)CCCC[C@@H](O)C[C@H](O)[C@H](C)N)OC(=O)C[C@H](CC(=O)O)C(=O)O	-3%
CCCC1CCCCN1 (stereo unspecified)	-4%
COP(=S)(OC)Oc1ccc(S(=O)(=O)N(C)C)cc1	-4%

Next structures follow.
SMILES | GRP78 ERSR act
O=C1Nc2ccc(Cl)cc2C(c2ccccc2)=NC1O (stereo unspecified) | 4%&-3%
Oc1cc[c]([Hg][Cl])cc1 | -12%&-11%
CC(Cc1ccc(OCC(=O)O)cc1)NCC(O)c1cccc(Cl)c1 (stereo unspecified) | -5%&-3%
CCCN(C/C=C/I)C1CCc2ccc(O)cc2C1 (stereo unspecified) | 11%
CCCCC/C=C\C/C=C\C/C=C\C/C=C\CCCCOC(CO)CO | ?
COc1ccc(CC2NC[C@H](O)[C@H]2OC(C)=O)cc1 (stereo partly specified) | -7%
Cn1cccc1-c1cccnc1 | -4%
COc1ccc2c(c1O)-c1c(OC)c(OC)cc3c1[C@@H](C2)N(C)CC3 | -5%
C[C@]12Cc3cn4c(nc3C=C1CCC1C2CC[C@@]2(C)[C@H]1CC[C@@]2(O)C#N)nc1ccccc14 (stereo partly specified) | -13%
CCc1cccc(CC)c1NC1=NCCN1 | 1%
CCOC(=O)CN1C(=O)CC(C[C@@H](O)C2C[C@@H](C)C[C@H](C)C2=O)CC1=O (stereo partly specified) | 0%&-3%
